# Compound activity as filed in PubChem BioAssay.
# DYRK1A inh – rat Dyrk1A kinase inhibitors, primary screen, biochemical, single point, plate reader | ADP-Glo luminescence, NFATc1 peptide | 0.43% of 310,000 active | inhibition, % at 12.5 µM | Dual specificity tyrosine-phosphorylation-regulated kinase 1A (Rattus norvegicus), Q63470 | AID 504441, 2011; in the data active means inhibition above about 50%;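 further: plate controls were vehicle with enzyme for no effect and no enzyme for full effect; many of its hits are not listed in these tables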
# PolyA inhibitor – polyadenylation inhibitors in yeast reporter cells, primary screen, luminescence, S. cerevisiae. S. cerevisiae SKY197-pL101 polyadenylation reporter, beta-gal luminescence; efflux-impaired pdr1/pdr3 knockout yeast; score 100 = 6 SD above DMSO. calls only at 12 µM. 0.02% of 300,000 active. AID 1875, 2009;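 active means lowest replicate activity score at least 50, where 100 means six control SD above control mean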;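 further: yeast exposed to compound for 9 h at 30 °C; higher score means more reporter readthrough which indicates perturbed polyadenylation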
# GSK3A inh – blockers of GSK3A enzyme activity – biochemical, luminescence, cell-free homogeneous, HTS, primary screen | inhibition, % at 10 µM | 0.1% of 320,000 active | AID 2650, 2010 | GSK-3 alpha kinase, ADP-Glo luminescence, 60 min;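 in the data active means inhibition above about 50%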;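 further: GST-tagged GSK-3 alpha with peptide substrate and 25 µM ATP; 0% = DMSO neutral wells and 100% = GW8510 positive control wells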
# KCNQ1 pot – potentiators or activators of KCNQ1 channel, primary screen, cell-based, thallium flux, high-throughput; CHO-K1 KCNQ1, thallium flux FluxOR fluorescence; active compounds read high; B-score at 10 µM; 0.35% of 310,000 active;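 active means fluorescence ratio B-score, a plate-corrected score, at least three library SD, with initial intensity B-score within 5 SD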
#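 Material: CHO-K1 cells stably expressing KCNQ1. Medium: assay buffer for compound exposure, DMSO matched across wells. Reagent: K+/Tl+ depolarizing stimulus. Compound dosing: single-concentration screen. Times: 37 °C overnight plating, 90-min dark dye load, 20-min compound pretreatment. Technique: FluxOR Tl+ flux fluorescence.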
# RGS4 pot – RGS4 potentiators or activators, primary screen, cell-based, HEK293 M3R inducible RGS4, calcium flux | carbachol calcium flux Fluo4; active compounds read low | B-score at 10 µM | 0.92% of 310,000 active;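 active means B-score of the integrated calcium signal more than 4 SD below the library mean, with starting fluorescence not abnormally high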;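 further: negative B-score means reduced calcium response which marks RGS4 activation or potentiation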
#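 Material: M3R-expressing HEK293 line, RGS4 induced by doxycycline | Schedule: Overnight RGS4 induction, 30 min dye load 37 °C, 20 min compound RT | Measured by: Fluo4 fluorescence kinetic imaging of calcium | Read-out: Integrated calcium ratio converted to B score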
# hERG protect – hERG rescue from dofetilide block, primary screen, cell-based, CHO-hERG, FluxOR thallium flux, dofetilide IC70. Voltage-gated inwardly rectifying potassium channel KCNH2 (Homo sapiens), Q12809. dofetilide IC70 present. activation (rescue from dofetilide block), less the hit threshold, % at 10 µM. 0.51% of 310,000 active;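 active means activation above the mean of controls blocked by dofetilide plus 5 SD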;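 further: thallium influx through hERG after potassium depolarization seen as dye fluorescence rise; in these data hits start at about 4.7%; inactives centre near -7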
# KCNK3 inh – human KCNK3 channel inhibitors, primary screen, CHO cells, FluxOR thallium flux, B-score; Potassium channel subfamily K member 3 (Homo sapiens), O14649; FluxOR fluorescence; active compounds read low; B-score at 10 µM; 0.84% of 340,000 active; AID 602410, 2012;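 active means B-score under library mean minus 4 SD, starting fluorescence ratio at most library mean plus 5 SD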;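 further: more negative B-score means stronger inhibition of thallium flux through KCNK3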
# Target sequence (O14649 whole entry, looked up): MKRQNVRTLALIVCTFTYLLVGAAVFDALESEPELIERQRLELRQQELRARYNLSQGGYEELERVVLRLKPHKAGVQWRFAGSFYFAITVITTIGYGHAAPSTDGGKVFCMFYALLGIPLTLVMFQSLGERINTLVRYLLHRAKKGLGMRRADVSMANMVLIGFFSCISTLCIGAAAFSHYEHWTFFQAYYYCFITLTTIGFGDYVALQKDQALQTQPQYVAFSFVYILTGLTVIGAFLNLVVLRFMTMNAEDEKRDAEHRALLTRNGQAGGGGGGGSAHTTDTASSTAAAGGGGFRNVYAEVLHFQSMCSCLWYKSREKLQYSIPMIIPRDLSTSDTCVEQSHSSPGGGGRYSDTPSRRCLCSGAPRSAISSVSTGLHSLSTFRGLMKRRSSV
# RGS4 inh – RGS4 inhibitors, primary screen, cell-based, HEK293 M3R inducible RGS4, calcium flux. Regulator of G-protein signaling 4 (Homo sapiens), P49798. Fluo-4 calcium flux; active compounds read high; triggered by carbachol at its EC20. B-score at 10 µM. 0.45% of 310,000 active;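 active means B-score, a plate-corrected calcium signal, over three deviations above library mean, with baseline fluorescence within five deviations of library mean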;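 further: RGS4 expression induced by doxycycline in cells with stable M3 receptor; B-score is computed from the integrated fluorescence ratio over baseline after carbachol; higher B-score means a larger calcium signal and so more RGS4 inhibition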
# Target sequence (P49798 whole entry, looked up): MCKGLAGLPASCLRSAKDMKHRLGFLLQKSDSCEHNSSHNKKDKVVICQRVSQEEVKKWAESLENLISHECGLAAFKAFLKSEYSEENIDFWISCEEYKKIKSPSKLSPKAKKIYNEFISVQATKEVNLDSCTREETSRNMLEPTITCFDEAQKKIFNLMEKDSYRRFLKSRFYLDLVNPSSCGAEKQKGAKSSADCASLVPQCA
# KCNK9 inh – KCNK9 potassium channel inhibitors, primary screen, HEK293 cells, thallium flux; Potassium channel subfamily K member 9 (Homo sapiens), Q9NPC2; FluxOR thallium flux fluorescence; active compounds read low; B-score at 10 µM; 1.2% of 310,000 active; AID 488922, 2010;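 active means ratio B-score over 3 SD below the library mean, with starting fluorescence within 5 SD of its mean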;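 further: negative B-score means less thallium flux so channel inhibition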
# Target sequence (Q9NPC2 whole entry, looked up): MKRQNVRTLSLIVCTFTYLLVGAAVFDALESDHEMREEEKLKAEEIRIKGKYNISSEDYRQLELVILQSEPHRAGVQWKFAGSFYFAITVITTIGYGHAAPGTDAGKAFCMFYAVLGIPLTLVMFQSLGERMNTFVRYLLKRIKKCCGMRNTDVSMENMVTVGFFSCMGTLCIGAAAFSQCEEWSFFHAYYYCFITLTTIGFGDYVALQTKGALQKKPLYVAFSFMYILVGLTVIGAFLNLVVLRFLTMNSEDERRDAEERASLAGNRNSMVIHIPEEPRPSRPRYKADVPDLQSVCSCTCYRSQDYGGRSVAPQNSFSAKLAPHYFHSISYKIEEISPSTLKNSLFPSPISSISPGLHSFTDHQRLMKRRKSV
# GSK3B inh – human GSK3beta kinase inhibitors, primary screen, biochemical, cell-free homogeneous, HTS. activity score (negative = inhibition), % at 10 µM. Glycogen synthase kinase-3 beta (Homo sapiens), P49841. 0.038% of 300,000 active. GST-GSK3beta kinase, ADP-Glo luminescence, 60 min; active compounds read low;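 active means more than half of replicate wells score below -50%, meaning over 50% inhibition versus plate controls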;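 further: 0% = median DMSO wells and -100% = median GW8510 positive control wells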
#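 Test system – GST-tagged human GSK3beta kinase, cell-free · Incubation – 60 min enzyme reaction, room temperature · Signal – ADP-Glo luminescence · Also added – peptide substrate and ATP at 25 µM · Controls – DMSO neutral wells and GW8510 at 20 µM as positive · Buffer or medium – Tris/MgCl2 kinase buffer · Measure – Luminescence-derived activity versus plate DMSO and GW8510 wells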
# KCNQ1 inh – inhibitors of human KCNQ1 channel, primary screen, cell-based, thallium flux, high-throughput; B-score at 10 µM; CHO-K1 KCNQ1, FluxOR thallium flux fluorescence; active compounds read high; AID 2642, 2010; Potassium voltage-gated channel subfamily KQT member 1 (Homo sapiens), P51787; 1.3% of 310,000 active;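 active means compounds whose thallium flux B-score, printed positive for inhibition, exceeds three library SD while starting fluorescence stays within three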;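 further: channel opened by potassium depolarization with thallium stimulus after 20 min compound exposure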
# An asterisk follows results filed as active; i = inactive; x = no result given.
# Start of the listing, in advance:
SMILES,DYRK1A inh,PolyA inhibitor,GSK3A inh,KCNQ1 pot,RGS4 pot,hERG protect,KCNK3 inh,RGS4 inh,KCNK9 inh,GSK3B inh,KCNQ1 inh
CCOC(=O)C1CCN(C(=O)CN(c2ccc(OC)c(OC)c2)S(=O)(=O)c2ccccc2)CC1,5,i,-1,i,i,-4,i,i,i,1,i
CCCOc1ccccc1/C=C1/C(=O)ON=C1C,-1,i,-2,i,i,-6,i,i,i,-2,i
CCOC(=O)C1CCN(S(=O)(=O)c2ccc(OC)c(C(=O)N3CCCCC3)c2)CC1,-1,i,2,i,i,-4,i,i,i,0,i
Cc1c(NC(=O)CSCc2ccc(Cl)cc2Cl)cccc1C(=O)O,-1,i,2,i,i,-5,i,i,i,0,i
CC(=O)c1ccc(N2C(=NC(=O)C3CCCCC3)SC3CS(=O)(=O)CC32)cc1 (stereo not given),-10,i,-2,i,i,-10,i,i,i,1,i

# Main list, repeating the preview:
SMILES,DYRK1A inh,PolyA inhibitor,GSK3A inh,KCNQ1 pot,RGS4 pot,hERG protect,KCNK3 inh,RGS4 inh,KCNK9 inh,GSK3B inh,KCNQ1 inh
CCOC(=O)C1CCN(C(=O)CN(c2ccc(OC)c(OC)c2)S(=O)(=O)c2ccccc2)CC1,5,i,-1,i,i,-4,i,i,i,1,i
CCCOc1ccccc1/C=C1/C(=O)ON=C1C,-1,i,-2,i,i,-6,i,i,i,-2,i
CCOC(=O)C1CCN(S(=O)(=O)c2ccc(OC)c(C(=O)N3CCCCC3)c2)CC1,-1,i,2,i,i,-4,i,i,i,0,i
Cc1c(NC(=O)CSCc2ccc(Cl)cc2Cl)cccc1C(=O)O,-1,i,2,i,i,-5,i,i,i,0,i
CC(=O)c1ccc(N2C(=NC(=O)C3CCCCC3)SC3CS(=O)(=O)CC32)cc1 (stereo not given),-10,i,-2,i,i,-10,i,i,i,1,i
O=S1(=O)CCN2N=C(C3CC3)SC2=N1,3,i,-2,i,i,-1,i,i,i,0,i
COCCNC(=O)Nc1ccc2c(c1)N(C)C(=O)c1ccccc1S2,-1,i,-1,i,i,-11,i,i,i,-1,i
O=C1C(C=NCc2cccnc2)=C(O)c2ccccc21,5,i,x,i,i,-2,i,i,i,-2,i
Cc1ccccc1/C=N/N=C1/NC(=O)CCS1,x,i,0,i,i,-8,i,i,i,0,i
CC(=O)Nc1ccc(C(=O)n2nc(C)cc2C)cc1,12,i,-2,i,i,-4,i,i,i,-2,i
CCOC(=O)C1CCN(C(=O)C(C)Sc2ccc(Cl)cc2)CC1 (stereo not given),7,i,2,i,i,-5,i,i,i,-1,i
CC(Oc1ccccc1)C(=O)Nc1c2c(nn1-c1ccccc1)CS(=O)C2 (stereo not given),1,i,-1,i,i,-8,i,i,i,2,i
Cc1cccc(N=C2Sc3nc4c(C)c(C)ccc4cc3CN2CCN2CCOCC2)c1,x,i,0,i,i,-2,i,i,i,0,i
O=C(O)c1ccc(CSc2nc3ccccc3[nH]2)cc1,0,i,-1,i,i,-7,i,i,i,0,i
Cc1cc(=O)oc2c(C)c3occc3cc12,10,i,2,i,i,-3,i,i,i,-2,i
CN(C)c1ccc(NC(=O)c2cc3c(=O)n4ccccc4nc3n2C)cc1,-12,i,1,i,i,0,i,i,i,1,i
Cc1ccc(NC(=S)N(CCN2CCCCC2)Cc2ccco2)cc1,-7,i,-1,i,i,-8,i,i,i,-2,i
CN(CCC1CCCCO1)Cc1cn(C)nc1-c1ccc2c(c1)OCCO2 (stereo not given),-3,i,0,i,i,-6,i,i,i,0,i
CC(=O)N(CCCN1CCOCC1)Cc1ccncc1,2,i,1,i,i,-6,i,i,i,-1,i
COc1ccc(OC)c(N=C(C)C2=C(O)COC2=O)c1,-7,i,-2,i,i,-8,i,i,i,-2,i
CC1(C)C(=O)Nc2ccccc2N1C(=O)COC(=O)/C=C/c1ccc(OC(F)F)cc1,-2,i,-4,i,i,-12,i,i,i,0,i
c1ccc(C2=Nn3c(nnc3-c3cccnc3)SC2)cc1,-5,i,0,i,i,-10,i,i,i,1,i
C/C(=N\NC(=O)CSc1nc(C)cc(C)n1)c1ccc([N+](=O)[O-])cc1,x,i,1,i,i,-7,i,i,i,0,i
O=C(Cc1ccsc1)N1CCc2c([nH]c3ccccc23)C1c1ccccn1 (stereo not given),12,i,-1,i,i,-7,i,i,i,1,i
COc1ccccc1NC1=Nc2cccc3cccc1c23,x,i,-2,i,i,-5,i,i,i,0,i
CCOCc1nnc(NC(=O)c2ccc3c(c2)OCO3)s1,0,i,0,i,i,-3,i,i,i,2,i
O=C(Nc1c2c(nn1-c1ccc(F)cc1)CS(=O)C2)c1ccc2c(c1)OCO2 (stereo not given),-1,i,0,i,i,-9,i,i,i,0,i
COc1ccc(C2=NN(c3nc(-c4ccc(CNC(C)=O)cc4)cs3)C(c3ccco3)C2)cc1 (stereo not given),-2,i,1,i,i,-9,i,i,i,0,i
Cc1cccc(-c2oc3ccc(-c4ccc5c(c4)OCO5)cc3c2-c2ccc(OC3CCCCO3)cc2)c1 (stereo not given),0,i,-1,i,i,-8,i,i,i,-1,i
CN(C)C(CNC(=O)CN1C(=O)NC2(CCc3ccccc32)C1=O)c1ccco1 (stereo not given),-4,i,-2,i,i,-5,i,i,i,0,i
COc1ccc(N2C(S)=C(C#N)C(=O)NC2c2ccc(OC)c(OC)c2)cc1 (stereo not given),0,i,4,i,i,-21,i,i,i,-2,i
CCc1cccc2c(C(=O)COC(=O)/C=C/c3ccc(O)c(OC)c3)c[nH]c12,6,i,-4,i,i,-21,i,i,i,3,i
COc1ccc(C2SCCN2S(=O)(=O)c2ccc(NC(C)=O)cc2)cc1 (stereo not given),-2,i,6,i,i,-2,i,i,i,2,i
COC(=O)c1[nH]c2cccc(Cl)c2c1NC(=O)CN1CCN(CCO)CC1,-1,i,-2,i,i,-2,i,i,i,-2,i
O=C(N/N=C\c1cc(Br)cs1)C1COc2ccccc2O1 (stereo not given),2,i,4,i,i,-4,i,i,i,-2,i
CCn1cc(C2=NOC(C(=O)Nc3cccc(C(C)=O)c3)C2)c(C)n1 (stereo not given),-3,i,0,i,i,-8,i,i,i,-3,i
CCCc1cc(=O)[nH]c(SCC(=O)Nc2c(C)cccc2C)n1,1,i,0,i,i,-6,i,i,i,3,i
COc1ccc(C2C(C#N)=C(/N=C/N3CCOCC3)OC3=C2C(=O)CC(C)(C)C3)cc1OC (stereo not given),4,i,-1,i,i,-2,i,i,i,1,i
O=C(c1ccc2c(c1)OCO2)N1CCOCC1,-9,i,-4,i,i,0,i,i,i,3,i
Nc1nc(-c2ccccc2)c(N=Nc2ccc(Cl)cc2)s1,-4,i,0,i,i,2,i,i,i,0,i
CC(C)CN(C(=O)CCC(=O)OCc1ccc(Cl)cc1Cl)c1c(N)n(CC(C)C)c(=O)[nH]c1=O,9,i,0,i,i,-22,i,i,i,6,i
CCOC(=O)[C@H]1O[C@@H]1C(=O)N[C@@H](CC(C)C)C(=O)NCCC(C)C,9,i,0,i,i,-5,i,i,i,-1,i
CN1CCN(C(=S)NCCc2ccccc2)CC1,-6,i,-4,i,i,-4,i,i,i,0,i
CN(Cc1cnn(C)c1)C(=O)c1cc2ccccc2oc1=O,-1,i,4,i,i,-6,i,i,i,-7,i
CC(=O)C1=C(O)C(=O)N(c2ccc(S(=O)(=O)Nc3nccs3)cc2)C1c1ccc([N+](=O)[O-])cc1 (stereo not given),-1,i,0,i,i,-5,i,i,i,5,i
CCCCCCCCCCOC(=O)Cn1c(COc2ccc(C)cc2)[n+](C)c2ccccc21,1,i,16,i,-8.4*,-15,i,i,-11*,-17,i
COc1ccc(CNC(=O)C(C)N(C)Cc2cccc(F)c2)cc1 (stereo not given),7,i,0,i,i,-1,i,i,i,-2,i
CCOc1ccc(N=C/C=C/c2ccccc2)c(O)c1,0,i,0,i,i,-1,i,i,i,1,i
Cc1ccc(C=C2C(Cl)=C(Cl)C(Cl)=C2Cl)cc1,x,i,-3,i,i,-18,x,i,i,-1,i
COc1ccc(C2C(C(=O)NCCN(C)C)c3ccccc3C(=O)N2C)cc1OC (stereo not given),-4,i,0,i,i,-9,i,i,i,5,i
O=C(Nc1cc(Cl)cc(Cl)c1)c1ccno1,-4,i,2,i,i,-6,i,i,i,3,i
COc1ccc(N2CC(C(=O)N3CCc4ccccc43)CC2=O)cc1 (stereo not given),-7,i,-4,i,i,-12,i,i,i,0,i
O=C(C1CCN(c2ncnc3c2sc2cccc(F)c23)CC1)N1CCCC1,x,i,1,i,i,-11,x,i,i,-3,i
Cc1ccn(CC(=O)N2CCCC(N3CCN(Cc4ccc5c(c4)OCO5)CC3)C2)n1 (stereo not given),-8,i,0,i,i,-2,i,i,i,2,i
O=C(CCCN1C(=O)/C(=C\c2ccco2)SC1=S)Nc1cccc2ccccc12,2,i,-1,i,i,-6,i,i,i,2,i

# Not all compounds are listed (hit frequency here may not be typical).
